From PubChem BioAssay
MLLE-PAM2 inh = blocks PAM2 peptide binding to the PABP1 MLLE domain; GST-MLLE / FITC-PAM2 fluorescence polarization; AID 588489; actives 0.36% (n = 360,000); inhibition, % at 20 µM; in the data active means inhibition above about 35%, passing the limit was not always enough;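 further: plate controls were DMSO wells with GST-MLLE for no effect and wells lacking GST-MLLE protein for full effect; some results filed as inactive read as strong as hits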
Scp-1 inhibitor = inhibitors of human Scp-1 phosphatase | Q9GZU7 | Recombinant Scp1, phosphopeptide, malachite green phosphate absorbance | inhibition, % at 20 µM | actives 0.88% (n = 340,000) | AID 493091;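 active means inhibition above about 50% at 20 µM, limit read from the data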;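 further: plate controls were DMSO wells with enzyme for no effect and wells lacking enzyme for full effect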
Target sequence (Q9GZU7 76-261 limits assumed): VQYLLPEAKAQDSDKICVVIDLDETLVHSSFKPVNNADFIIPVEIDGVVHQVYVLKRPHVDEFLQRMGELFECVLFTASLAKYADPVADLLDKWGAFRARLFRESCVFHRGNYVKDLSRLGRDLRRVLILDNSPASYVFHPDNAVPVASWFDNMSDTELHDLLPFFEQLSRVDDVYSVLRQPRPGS
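System: truncated SCP-1 phosphatase (76-261aa); medium: Tris acetate buffer pH 5.5 with MgCl2 and Tween-20; incubation: 45 min room-temperature reaction, 5 min colour, 30 min stabiliser; compound: single 20 µM dose, 1% DMSO; reagent: Phosphorylated 17-residue peptide substrate; read-out: % inhibition at 20 µM; technique: colorimetric free-phosphate detection, absorbance 630 nm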
NadD block = NadD (S. aureus) enzyme inhibition | actives 0.78% (n = 360,000) | inhibition, % at 20 µM | purified NadD enzyme, colorimetric absorbance read-out; in the data active means inhibition above about 26%; further: some compounds past the cut are filed as inactive
LMPTP block = blocks human LMPTP phosphatase. inhibition, % at 20 µM. AID 651560. recombinant LMPTP-A, OMFP fluorogenic substrate, fluorescence intensity. actives 0.22% (n = 360,000);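 active means compounds that cut the enzyme signal by at least half of the control window in the single-dose screen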;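 further: plate controls were DMSO wells with enzyme plus substrate for no effect and substrate without enzyme for full effect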
Target sequence (P24666 whole entry, looked up): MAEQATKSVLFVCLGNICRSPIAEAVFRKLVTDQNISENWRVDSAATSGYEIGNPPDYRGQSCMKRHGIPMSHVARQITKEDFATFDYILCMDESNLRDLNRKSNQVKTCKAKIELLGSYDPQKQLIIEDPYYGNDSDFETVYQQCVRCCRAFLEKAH
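material = LMPTP-A | quantity = 0.625 nM enzyme | reagent = OMFP substrate, 400 µM final | buffer or medium = Bis-Tris pH 6.0, DTT, detergent | detection = endpoint fluorescence intensity from OMFP dephosphorylation | dosing = single 20 µM dose | read-out basis = % inhibition relative to no-enzyme and uninhibited control wells | control set = no-enzyme and uninhibited controls | timing = 50 min at room temperature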
DNMT1 block = blocks human DNA methyltransferase DNMT1; P26358; DNMT1 molecular beacon, Hinp1I cleavage, fluorescence; inhibition (reported as % activation of signal), % at 10 µM; actives 0.83% (n = 360,000); AID 588458; in the data active means inhibition above about 50%
CSN deneddyl inh = inhibitors of human CSN-mediated cullin deneddylation; Q92905; Purified CSN, SCF-Nedd8-OG deneddylation, fluorescence polarization; inhibition, % at 12.5 µM; actives 0.38% (n = 360,000);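 active means pattern-corrected inhibition above about 35%, with an unprinted fluorescence ratio check between 0.5 and 1.5, limit read from the data, passing the limit was not always enough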;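 further: 0% = enzyme with substrate and 100% = substrate without enzyme; some results filed as inactive read as strong as hits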
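Test system: purified human Csn5 enzyme expressed in HEK293T cells. Amount: 0.24 nM enzyme. Reagent: SCFSkp2-Nedd8OG substrate at 10 nM final. Schedule: 90 min incubation of compound, enzyme and substrate at room temperature. Detection: fluorescence polarization. Read-out: % inhibition of substrate cleavage by Csn5.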
TbMetRS inhib = blocks T. brucei methionyl-tRNA synthetase activity; actives 0.4% (n = 360,000); AID 624268; inhibition, % at 11.9 µM; purified T. brucei MetRS, ATP depletion, Kinase-Glo luminescence;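 active means inhibition above a per-plate cutoff of the control wells' mean inhibition plus 3 SD, cut at about 5.5% in these data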;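 further: 0% = DMSO wells median and 100% = median of wells with control inhibitor compound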
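System: purified T. brucei MetRS enzyme / Detection: Kinase-Glo luciferase luminescence reporting remaining unconsumed ATP / Medium: HEPES buffer with MgCl2, KCl, DTT, spermine, BSA, pyrophosphatase / Replication: singlicate, one well per compound / Evaluation: percent inhibition relative to median high and low control wells / Schedule: 2 h aminoacylation at 25 °C after 15 min preincubation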
SUMO1-SIM PPI = modulators of human SUMO1-mediated protein-protein interactions; SUMO1 binding to a labelled peptide, TR-FRET, 1 h; P63165; inhibition, % at 20 µM; AID 602429; actives 0.33% (n = 360,000); in the data active means inhibition above about 37%
Target sequence (P63165 whole entry, looked up): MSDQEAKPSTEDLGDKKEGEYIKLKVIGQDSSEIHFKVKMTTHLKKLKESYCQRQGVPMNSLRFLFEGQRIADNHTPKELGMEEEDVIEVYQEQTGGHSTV
STEP inh = inhibitors of human striatal-enriched phosphatase STEP; inhibition, % at 20 µM; actives 0.25% (n = 360,000); P54829; recombinant STEP, OMFP fluorogenic substrate, fluorescence;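 active means inhibition at 20 µM, scaled per plate between control wells, above about 37%, limit read from the data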;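 further: 0% = DMSO with enzyme and substrate and 100% = substrate only without enzyme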
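System: STEP phosphatase, cell-free reaction; Buffer or medium: Bis-Tris pH 6.0 buffer with DTT, detergent; Incubation: 20 min at room temperature, dark; Measured by: fluorescence, 480/540 nm.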
Rpn11 inh = inhibitors of human proteasome Rpn11. O00487. human 26S proteasome, Ub4-pepOG fluorescence polarization; 20S core pre-blocked with epoxomicin. calls only at 20 µM. actives 0.59% (n = 360,000);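 active means inhibition at 20 µM, scaled to each plate's controls, above about 33%, limit read from the data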
Target sequence (O00487 whole entry, looked up): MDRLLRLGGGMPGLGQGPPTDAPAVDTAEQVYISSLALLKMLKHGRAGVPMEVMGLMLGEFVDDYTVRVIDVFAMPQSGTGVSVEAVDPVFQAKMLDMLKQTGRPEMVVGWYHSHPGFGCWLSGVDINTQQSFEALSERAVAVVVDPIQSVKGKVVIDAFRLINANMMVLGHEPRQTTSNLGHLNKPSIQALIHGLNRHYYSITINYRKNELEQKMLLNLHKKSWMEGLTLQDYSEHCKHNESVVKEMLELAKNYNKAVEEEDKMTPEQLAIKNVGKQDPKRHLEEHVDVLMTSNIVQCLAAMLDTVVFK
* hit, by the source's call; i = inactive; x = not tested or not shown.

Start of the data: the first 7 entries (preview)
item	SMILES	LMPTP block	STEP inh	MLLE-PAM2 inh	DNMT1 block	Scp-1 inhibitor	NadD block	Rpn11 inh	TbMetRS inhib	SUMO1-SIM PPI	CSN deneddyl inh
1	O=C(Nc1ccccc1C(=O)Nc1ccncc1)c1ccccc1	0.0	1	-4	2	-4	0	i	0.1	-1	-3
2	COc1cc(CCC(=O)NNC(=O)c2ccc(Cl)cc2)cc(OC)c1OC	-0.2	-3	-4	-1	-9	1	i	0.4	3	-4
3	COc1cccc(C2SCC(=O)N2c2cccc(C)c2)c1OC (stereo not drawn)	-0.6	1	20	1	24	-2	i	0.7	2	-2
4	Cc1ccc(NS(=O)(=O)c2ccccc2[N+](=O)[O-])cc1C	-0.6	0	-17	-3	-6	-3	i	0.0	-4	3
5	CCC(C)(C)n1nnnc1C(C(C)C)N1CCSCC1 (stereo not drawn)	-0.4	-3	27	2	-1	2	i	0.7	3	-1
6	C[C@H](NC(=O)OC(C)(C)C)c1nnc(SCC(N)=O)o1	-0.7	-5	8	1	-7	7	i	-0.9	5	-3
7	O=C(O)C1CC(Br)C(Br)CC1C(=O)O (stereo not drawn)	-1.3	-2	6	10	x	-4	i	-0.2	5	-2

The list itself, repeating the preview:
item	SMILES	LMPTP block	STEP inh	MLLE-PAM2 inh	DNMT1 block	Scp-1 inhibitor	NadD block	Rpn11 inh	TbMetRS inhib	SUMO1-SIM PPI	CSN deneddyl inh
1	O=C(Nc1ccccc1C(=O)Nc1ccncc1)c1ccccc1	0.0	1	-4	2	-4	0	i	0.1	-1	-3
2	COc1cc(CCC(=O)NNC(=O)c2ccc(Cl)cc2)cc(OC)c1OC	-0.2	-3	-4	-1	-9	1	i	0.4	3	-4
3	COc1cccc(C2SCC(=O)N2c2cccc(C)c2)c1OC (stereo not drawn)	-0.6	1	20	1	24	-2	i	0.7	2	-2
4	Cc1ccc(NS(=O)(=O)c2ccccc2[N+](=O)[O-])cc1C	-0.6	0	-17	-3	-6	-3	i	0.0	-4	3
5	CCC(C)(C)n1nnnc1C(C(C)C)N1CCSCC1 (stereo not drawn)	-0.4	-3	27	2	-1	2	i	0.7	3	-1
6	C[C@H](NC(=O)OC(C)(C)C)c1nnc(SCC(N)=O)o1	-0.7	-5	8	1	-7	7	i	-0.9	5	-3
7	O=C(O)C1CC(Br)C(Br)CC1C(=O)O (stereo not drawn)	-1.3	-2	6	10	x	-4	i	-0.2	5	-2
8	Cc1ccc(Sc2nc(-c3ccccc3)ccc2C#N)cc1	3.2	-2	-2	1	-12	5	i	0.3	0	-2
9	CC(C)(C)c1nnc(NC(=O)c2ccc3c(c2)OCO3)s1	3.1	10	34	3	-5	-7	i	-0.9	3	0
10	CCOc1ccccc1C(=O)NCC(=O)OCCOc1cccc(Cl)c1	0.4	-1	0	-1	-2	-4	i	-0.5	-3	-2
11	CCOc1ccc(/C=C/C2=NNC(=O)CC2)cc1	-0.2	-1	-4	2	1	-3	i	-0.9	-5	-1
12	CCC(CC)C(=O)c1c[nH]c(C(=O)N2CCN(c3ccc(OC)cc3)CC2)c1	-0.5	1	-2	-2	-3	-4	i	-1.0	5	-3
13	COc1ccc(C(=O)COC(=O)CNC(=O)c2cccc(OC(F)F)c2)cc1	-0.7	-2	-5	-2	-6	-7	i	-0.2	-3	5
14	O=C(NCc1ccco1)C(c1cccs1)N(C(=O)C1COc2ccccc2O1)c1cccc(O)c1 (stereo not drawn)	1.1	3	-10	-11	-9	-5	i	-0.5	-2	-2
15	CN(Cc1c(C(=O)N/N=C/c2cccs2)nnn1-c1nonc1N)c1ccccc1	2.2	5	1	-6	-7	5	i	0.9	-22	4
16	Cc1cc(NC(=O)CCC(=O)N(Cc2ccco2)C(C(=O)NC2CCCC2)c2ccccc2F)no1 (stereo not drawn)	-0.6	0	10	-1	-1	-5	i	-0.2	4	0

3 entries out of the list above, sorted by the value under LMPTP block, lowest first.
cpd | compound | LMPTP block
16 | Cc1cc(NC(=O)CCC(=O)N(Cc2ccco2)C(C(=O)NC2CCCC2)c2ccccc2F)no1 (stereo not drawn) | -0.6
11 | CCOc1ccc(/C=C/C2=NNC(=O)CC2)cc1 | -0.2
10 | CCOc1ccccc1C(=O)NCC(=O)OCCOc1cccc(Cl)c1 | 0.4

Remaining list, next part
item	SMILES	LMPTP block	STEP inh	MLLE-PAM2 inh	DNMT1 block	Scp-1 inhibitor	NadD block	Rpn11 inh	TbMetRS inhib	SUMO1-SIM PPI	CSN deneddyl inh
17	Cc1nc2c(-c3ccccc3)c(C)nn2c(N)c1-c1ccccc1	3.5	1	4	0	-6	-4	i	0.2	25	1
18	CC(=O)Nc1ccc(C(=O)OCC(=O)c2ccc(F)cc2)cc1	-1.4	-2	-4	-5	-5	1	i	0.8	0	-4
19	O=C(CCCC(=O)Nc1cccc(Br)c1)N/N=C/c1cc([N+](=O)[O-])ccc1O	1.7	-2	-4	1	56*	1	i	-0.3	-21	4
20	COCCN1CC(C(=O)N2CCC(Oc3ccccc3OC)CC2)CCC1=O (stereo not drawn)	-0.6	0	0	0	-2	1	i	0.2	6	-3
21	Cc1ccc(N(c2ncnc(N)c2[N+](=O)[O-])C2CCCCC2)cc1	0.3	-6	-2	3	3	8	i	-0.7	-3	-2
22	N#Cc1ccccc1CSc1nc(N)cc(N)n1	-0.6	0	6	4	0	-2	i	-1.2	2	-4
23	CCCCN(CCO)CCCC	-0.6	-1	-1	0	-9	4	i	0.2	1	-2
24	O=C(Nc1ccc(Cl)cc1)N1CC=CCC1	0.3	0	6	9	-13	0	i	-0.3	2	5
25	CC1=CC(C)(C)N2C(=O)C3(C(C#N)=C(N)Oc4cc(C)oc(=O)c43)c3cc(C)cc1c32 (stereo not drawn)	0.8	2	0	1	-9	11	i	-0.8	0	-1
26	Cc1nn(-c2ccccc2)c(Cl)c1/C=N/Nc1nnc(C)c(=O)[nH]1	0.6	-2	-9	3	7	6	i	-1.0	5	0
27	COc1ccc(CCNC(=O)COc2cc(O)c3c(c2)OC(C)(C)CC3=O)cc1	-1.0	0	8	2	-4	-1	i	-0.1	2	0
28	COC(=O)c1ccc(C(=S)N2CCCCC2)cc1	1.9	-1	12	4	0	-5	i	-1.3	-1	-6
29	COc1ccc(CC(=O)OCC(=O)Nc2ccc(Cl)c(S(=O)(=O)N(C)C)c2)cc1	1.7	-2	14	-5	-3	-5	i	-0.1	-3	7
30	Cn1c(=O)n(C)c2cc3[nH]cnc3cc21	-0.5	2	12	-1	-12	-6	i	-0.8	2	1
31	Cc1nc2c(Cl)c(C)nn2c2c1CCC2	-0.5	-1	2	-3	-4	-1	i	-0.6	0	-3
32	C=CCNC(=O)c1ccccc1NC(=O)c1ccccc1SC	-1.8	0	-15	2	4	-3	i	-1.4	-1	-8
33	COc1cccc(CNC(=O)CSc2nc(=O)n(Cc3ccncc3)c3c2CCC3)c1	-1.1	-4	-4	2	1	-2	i	-0.3	-2	2
34	Cn1sc(=O)c2cc(S(=O)(=O)NC3CC3)ccc21	0.7	2	26	-3	-2	-2	i	0.6	3	0
35	CC1(C)CC(NC(=O)c2sc3cc(Cl)ccc3c2Cl)CC(C)(C)N1	-0.9	1	-3	4	-9	-17	i	-0.6	-10	-4
36	Cc1ccc(C(Sc2ccccc2)C(Cn2cncn2)C(=O)c2ccccc2)cc1 (stereo not drawn)	4.8	1	22	4	4	5	i	-0.3	3	3
37	Nc1c(C(=O)NCc2ccco2)sc2nc(N3CCOCC3)c3c(c12)CCCC3	2.4	1	13	-12	-2	11	i	0.2	2	2
38	O=C(Nc1nnc(CCOCCOCCc2nnc(NC(=O)c3ccco3)s2)s1)c1ccco1	0.9	-2	18	3	2	7	i	-1.3	-1	5
39	O=C(CSc1n[nH]c(-c2ccccc2)n1)NC1CCCCC1	-0.8	0	-13	1	1	-2	i	-0.2	8	-2
40	Cc1cccc(Nc2ccccc2C(=O)O)c1C	-1.2	-1	-5	-1	27	-3	i	-0.8	10	3

Values by screen from the list:
SUMO1-SIM PPI, entries 35–39: -10, 3, 2, -1, 8
LMPTP block, entries 35–39: -0.9, 4.8, 2.4, 0.9, -0.8
Scp-1 inhibitor, entries 35–39: -9, 4, -2, 2, 1

Other structures
item	SMILES	LMPTP block	STEP inh	MLLE-PAM2 inh	DNMT1 block	Scp-1 inhibitor	NadD block	Rpn11 inh	TbMetRS inhib	SUMO1-SIM PPI	CSN deneddyl inh
41	COc1cc(/C=N/NS(=O)(=O)c2ccc3ccccc3c2)ccc1OCCN1CCOCC1	-0.5	-3	-55	-1	1	-7	i	-1.2	-5	3
42	CCOc1cc(CNCCc2ccc(S(N)(=O)=O)cc2)ccc1OCC(=O)NC(C)(C)C	-1.1	-5	9	0	0	-6	i	-0.9	2	-3
43	Cc1cccc2c3c([nH]c12)CCNC3	-1.8	0	1	-6	-5	-1	i	-0.7	-8	1
44	CCOC(=O)C(=CNc1ccc(Oc2cccnc2)nc1)C(=O)OCC	-1.0	-2	0	-2	-2	-2	i	-0.9	0	-3
45	CC(OC(=O)c1nsc(Cl)c1Cl)C(=O)NC1CCCCC1 (stereo not drawn)	-1.4	-2	-3	3	-6	-3	i	-0.2	2	0
46	CCOc1cc(N2CCOCC2)c(OCC)cc1NC(=O)C1CC(=O)N(c2ccccc2OCC)C1 (stereo not drawn)	-0.6	1	-2	-2	7	2	i	-0.1	2	-3
47	O=C(NC1CC1)c1cc(Cl)nc2ccccc12	-1.5	0	-3	0	-3	-6	i	-0.5	-3	-5
48	CCC1(C)COC(C)(CC(=O)NNC(=O)Nc2ccccc2)OC1 (stereo not drawn)	-1.4	-1	-13	81*	-4	-13	i	-0.8	2	-6
49	O=c1nc(N2CCCCCC2)nc(N2CCCCCC2)[nH]1	-1.2	-2	-55	11	-2	-1	i	-1.2	0	2
